# KCNH2 3.1 block: blocks the human KCNH2 3.1 channel isoform; U2OS KCNH2 3.1, thallium flux FluxOr; hits give low values; activity change, % (tested at about 1.8 µM); hit rate 0.95% among 340,000;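 active means maximum activity change below -70%; inconclusive means maximum activity change from -70% to -50%; inactive means maximum activity change above -50%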;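 further: thallium influx rate constant from kinetic fluorescence after stimulation buffer; on the % scale 0 is the no-effect control and ±100 the full control effect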
#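 Thallium flux via FluxOr fluorescence (Red40 quencher, 45 min loading) in U2OS cells virally expressing the KCNH2 3.1 isoform (1.77 x 10^8 /mL virus, overnight at 37 C). Rate constants from 2-min kinetic reads post-stimulation, normalised to positive and negative controls.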
# FBPA coupling cs: coupling enzyme interference in Giardia aldolase counter-screen | activity change, negative = inhibition, % at 58.2 µM, hits read low | coupling enzyme system counterscreen, AmpLite Red fluorescence | hit rate 0.67% among 290,000; in the data active means activity change below about -30%; further: on the % scale 0 is the no-effect control and ±100 the full control effect
#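 Counterscreen lacking aldolase: glyceraldehyde-3-phosphate coupling-enzyme reagent preincubated 10 min at RT with compound (at 57.5 uM final), then substrate/coupling system with AmpLite Red added; fluorescence read at 525/598 nm after 20 min RT.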
# Giardia kill: Giardia lamblia killing | Giardia lamblia trophozoite viability | activity change, % at 7.66 µM, hits read low | hit rate 0.15% among 340,000 | AID 540267; in the data active means activity change below about -80%; inconclusive means between about -30% and that limit;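 further: parasites exposed to compound for two days anaerobically before the ATP read; on the % scale 0 is the no-effect control and ±100 the full control effect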
#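 Media and compound were dispensed first, then trophozoites at 100 cells/well; plates sat 48 hrs at 37 deg C without oxygen before ATP luminescence reagent was added and read after 15-30 min at room temperature.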
# CXXC DNA block: MLL CXXC-DNA interaction inhibition | MLL-CXXC / FITC-HOXA9 DNA fluorescence polarization | AID 2662 | Potency, µM (series often up to 115 µM), inactives show at the highest dose activity change, negative = inhibition, actives largely listed as inhibitors | Q03164 | hit rate 0.037% among 290,000; active means well fitted inhibition curve with a large enough effect in the polarisation, with a control signal flat, not every such curve was filed as active; inconclusive means small, poorly fitted or top-dose-only effect, or effect the other way, or a change in a side signal; inactive means no such curve, though single readings can be large or run the other way; the % refers to the polarisation; further: potency means the concentration at half of the fitted maximal effect
#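 Steps: dispense CXXC domain solution (7 uM) → pin compounds or unlabeled HOX-A9 DNA control → 5 min ambient → add FLSN-HOX-A9 solution (50 nM) → spin → 30 min ambient → fluorescence polarization. Tris pH 7.5/NaCl/DTT/BSA buffer.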
# USP2a inh: blocks human ubiquitin-specific protease USP2a | USP2 core, Ub-CHOP2 coupled fluorogenic reporter, 485/531 | Potency, µM (top dose mostly 38.3 µM), for the others: at the top dose activity change, negative = inhibition, usual class: inhibitors | hit rate 0.01% among 330,000 | AID 463254;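 further: potency means the concentration at half of the fitted maximal effect; plate controls were DMSO wells for no effect and full inhibition by NEM control for full effect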
#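 Deubiquitinase activity read as fluorescence (485/531 nm) after Ub-CHOP2 cleavage activates the enterokinase reporter on its substrate; USP2 core 10nM, Ub-CHOP2 and substrate 25nM each, 30min compound preincubation then 60min RT; data normalized to NEM, curves fitted.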
# TRPV1 agonist: activates the human vanilloid receptor TRPV1. Q8NER1. TRPV1-expressing cells, Fluo-8 calcium influx, agonist mode. activation, % at 8.33 µM. hit rate 0.19% among 320,000. AID 540275; in the data active means activation above about 80%; inconclusive means between about 30% and that limit; further: 0% is about no effect
#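 TRPV1-expressing cells were cultured overnight at 35.5C and loaded with Fluo-8 calcium dye for 40 to 90 min at room temperature. After a 10 s baseline, compound was added and calcium influx was read kinetically for 3 min (ex 480/em 520 nm).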
# Menin-MLL TR inh: displaces Texas Red mutant MLL peptide from human menin; O00255; Menin + Texas Red MLL mutant peptide, fluorescence polarization; Potency, µM (top dose mostly 61.6 µM), without a hit: at the highest dose FP activity change, negative = inhibition, hits mostly inhibitors; hit rate 0.23% among 270,000; active means well fitted inhibition curve with a large enough effect in the polarisation, with a control signal flat, not every such curve was filed as active; inconclusive means small, poorly fitted or top-dose-only effect, or effect the other way, or a change in a side signal; inactive means no such curve, though single readings can be large or run the other way; the % refers to the polarisation; further: potency means the concentration at half of the fitted maximal effect; % of control where 0% means no effect; many of its hits are not listed in these tables
# Target sequence (O00255 whole entry, looked up): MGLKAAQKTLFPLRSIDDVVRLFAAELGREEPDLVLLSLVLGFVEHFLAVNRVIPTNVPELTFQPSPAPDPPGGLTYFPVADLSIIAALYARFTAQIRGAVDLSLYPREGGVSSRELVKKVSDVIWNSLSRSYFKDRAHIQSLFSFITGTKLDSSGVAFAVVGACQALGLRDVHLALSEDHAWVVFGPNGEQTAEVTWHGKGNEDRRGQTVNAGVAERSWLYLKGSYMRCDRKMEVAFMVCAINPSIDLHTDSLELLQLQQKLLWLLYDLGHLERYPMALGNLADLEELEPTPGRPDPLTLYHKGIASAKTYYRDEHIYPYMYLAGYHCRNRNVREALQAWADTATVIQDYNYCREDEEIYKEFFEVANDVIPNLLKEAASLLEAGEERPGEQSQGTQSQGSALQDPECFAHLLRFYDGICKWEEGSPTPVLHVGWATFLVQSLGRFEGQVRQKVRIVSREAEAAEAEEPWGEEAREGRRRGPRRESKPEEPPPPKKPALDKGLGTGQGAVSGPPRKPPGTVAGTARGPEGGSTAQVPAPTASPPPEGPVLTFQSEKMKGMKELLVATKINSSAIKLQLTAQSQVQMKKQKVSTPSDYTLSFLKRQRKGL
# hERG WT inh: KCNH2 (human, wildtype) channel inhibition; activity change, % at 1.84 µM; Q12809; U2OS, BacMam KCNH2, thallium flux FluxOr; hits give low values; hit rate 0.37% among 340,000;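 active means maximum activity change below -70%; inconclusive means maximum activity change between -70% and -50%; inactive means maximum activity change above -50%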; further: on the % scale 0 is the no-effect control and ±100 the full control effect
#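 U2OS cells were transduced with wild-type KCNH2 virus (2.03 x 10^8 / mL) for 4 h at room temperature, then cultured overnight at 37 C. Thallium flux was read with FluxOr dye. Rate constants were normalized to DMSO controls.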
# GALK inh: blocks human galactokinase activity; hit rate 0.007% among 270,000; Purified GALK, Kinase-Glo residual ATP luminescence; AID 1868; P51570; Potency, µM (highest dose often 57.5 µM), for the others: at the highest dose activity change, negative = inhibition, most hits filed as inhibitors; further: potency means the concentration at half of the fitted maximal effect; on the % scale 0 is the no-effect control and ±100 the full control effect
# Target sequence (P51570 whole entry, looked up): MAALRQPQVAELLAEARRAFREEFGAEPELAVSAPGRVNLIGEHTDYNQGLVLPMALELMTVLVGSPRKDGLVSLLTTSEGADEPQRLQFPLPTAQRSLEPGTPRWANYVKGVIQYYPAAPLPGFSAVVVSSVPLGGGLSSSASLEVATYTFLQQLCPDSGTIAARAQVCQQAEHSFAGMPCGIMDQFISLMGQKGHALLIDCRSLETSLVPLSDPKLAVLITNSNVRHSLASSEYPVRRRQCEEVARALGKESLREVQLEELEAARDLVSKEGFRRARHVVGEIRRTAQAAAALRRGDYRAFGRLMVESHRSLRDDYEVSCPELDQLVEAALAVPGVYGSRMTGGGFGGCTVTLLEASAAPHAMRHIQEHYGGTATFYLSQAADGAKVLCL
#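 Compounds were pin-transferred into ATP buffer (35 uM final), then GALK plus galactose (5 nM, 100 uM final) was added. After 1 h at room temperature, Kinase-Glo Plus was added and luminescence read after 10 min.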
# PKM2 act: activators of human pyruvate kinase M2; purified PKM2, Kinase-Glo ATP luminescence, activation; response scale: 0% is enzyme alone, no compound; Potency, µM (top dose mostly 57.5 µM), for inactives: at the top dose activation, usual class: activators; hit rate 0.34% among 260,000; AID 1631; further: potency means the concentration at half of the fitted maximal effect; on the % scale 0 is the no-effect control and ±100 the full control effect; nearly all actives have a fitted effect of over 55% in size
#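 Purified hPK-M2 (>95%) run at intermediate activity with 0.1 mM ADP and 0.5 mM PEP in 50 mM imidazole pH 7.2, KCl, MgCl2; 1 h room temperature. ATP formed read by Kinase-Glo luminescence; normalized to uninhibited and no-enzyme controls.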
# B2AR arrestin: agonists driving beta-arrestin recruitment to human beta2-adrenergic receptor | beta-arrestin recruitment to beta2AR, cell-based reporter | Potency, µM (top dose mostly 46.1 µM), inactives show top-dose activation, hits mostly activators | hit rate 0.02% among 330,000 | AID 492947;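 further: potency means the concentration at half of the fitted maximal effect; 0% = DMSO controls and full agonism = EC100 isoproterenol or metaproterenol; nearly all actives have a fitted effect of over 65% in size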
# * marks the source's active call; other numbers are inactive results; ? = inconclusive; . = not tested or not shown; [ ] = remark or other dose. Unless noted, the call rests on the fitted dose curve; in most records, active means well fitted curve in the direction sought with a large enough effect; inconclusive means small, poorly fitted or top-dose-only effect, or another doubt; inactive means no such curve, though single readings can be large; an effect the other way counts as inactive or inconclusive.
# The first 9 records, to show the layout:
Structure,KCNH2 3.1 block,FBPA coupling cs,Giardia kill,CXXC DNA block,USP2a inh,TRPV1 agonist,Menin-MLL TR inh,hERG WT inh,GALK inh,PKM2 act,B2AR arrestin
CCOc1ccc(-c2nnc(SCC(=O)N(CC)CC)n2N)cc1,-11,0,14,8%,-7%,2,13%,-14,1%,-9%,2.0%
Cc1ccc(NC(=O)CSC(C)C(=O)OCC(=O)N2CCN(C(=O)c3ccco3)CC2)cc1 (stereo unspecified),0,.,12,.,6%,0,.,-4,.,.,-0.5%
O=C(Nc1nnc(-c2cccnc2)o1)c1ccccc1Cl,11,2,1,6%,3%,-4,3%,-14,1%,0%,0.3%
O=C(O)CCC(NC(=O)OCc1ccccc1)C(=O)O (stereo unspecified),1,0,-7,4%,-1%,-1,12%,0,-2%,-1%,-0.7%
CC1(C)CC2CC(C)(CN2C(=O)c2ccccc2)C1 (stereo unspecified),4,2,11,3%,1%,7,1%,-6,3%,1%,0.1%
O=C(O)c1ccc2c(c1)CCC2,-2,0,8,5%,1%,-2,4%,-4,-3%,1%,-0.1%
CCCS(=O)(=O)N1CCCC(C(=O)NCCCN(C)Cc2ccccc2)C1 (stereo unspecified),3,2,11,-6%,0%,-1,-16%,15,-1%,-2%,-0.6%
O=C(CCc1nc2ccccc2[nH]c1=O)OCC(=O)N1CCc2ccccc21,-2,2,-8,-2%,-1%,0,-1%,-1,2%,21%,0.1%
Cc1ccn2cc(C(=O)N3CCCC(Nc4ccc(F)cc4)C3)nc2c1 (stereo unspecified),5,-1,-9,-13%,0%,?,-1%,1,7%,3%,-1.0%

# Main list (from the top)
Structure,KCNH2 3.1 block,FBPA coupling cs,Giardia kill,CXXC DNA block,USP2a inh,TRPV1 agonist,Menin-MLL TR inh,hERG WT inh,GALK inh,PKM2 act,B2AR arrestin
CCOc1ccc(-c2nnc(SCC(=O)N(CC)CC)n2N)cc1,-11,0,14,8%,-7%,2,13%,-14,1%,-9%,2.0%
Cc1ccc(NC(=O)CSC(C)C(=O)OCC(=O)N2CCN(C(=O)c3ccco3)CC2)cc1 (stereo unspecified),0,.,12,.,6%,0,.,-4,.,.,-0.5%
O=C(Nc1nnc(-c2cccnc2)o1)c1ccccc1Cl,11,2,1,6%,3%,-4,3%,-14,1%,0%,0.3%
O=C(O)CCC(NC(=O)OCc1ccccc1)C(=O)O (stereo unspecified),1,0,-7,4%,-1%,-1,12%,0,-2%,-1%,-0.7%
CC1(C)CC2CC(C)(CN2C(=O)c2ccccc2)C1 (stereo unspecified),4,2,11,3%,1%,7,1%,-6,3%,1%,0.1%
O=C(O)c1ccc2c(c1)CCC2,-2,0,8,5%,1%,-2,4%,-4,-3%,1%,-0.1%
CCCS(=O)(=O)N1CCCC(C(=O)NCCCN(C)Cc2ccccc2)C1 (stereo unspecified),3,2,11,-6%,0%,-1,-16%,15,-1%,-2%,-0.6%
O=C(CCc1nc2ccccc2[nH]c1=O)OCC(=O)N1CCc2ccccc21,-2,2,-8,-2%,-1%,0,-1%,-1,2%,21%,0.1%
Cc1ccn2cc(C(=O)N3CCCC(Nc4ccc(F)cc4)C3)nc2c1 (stereo unspecified),5,-1,-9,-13%,0%,?,-1%,1,7%,3%,-1.0%
Fc1ccc(N2CCN(C(c3cccs3)c3nnnn3C3CCCC3)CC2)cc1 (stereo unspecified),0,-2,4,-1%,5%,0,-2%,10,3%,-2%,-0.2%
Cc1cc(OCC(=O)Nc2ccncc2)ccc1Br,15,3,18,2%,2%,?,2%,-8,3%,-1%,-0.5%
Cc1nc(SCC(=O)Nc2ccc(C)c(F)c2)c2oc3ccccc3c2n1,-1,6,8,3%,-13%,24,24%,-2,-1%,2%,-0.1%
Cc1cccc(C(=O)O/N=C(\N)Cc2cccc3ccccc23)c1,18,-2,7,4%,0%,9,2%,-3,3%,-4%,-0.6%
O=C(c1c[nH]c(C(=O)C(Cl)(Cl)Cl)c1)c1ccccc1Cl,-8,2,?,0%,.,-3,-1%,7,-6%,1%,.
O=C(O)C(Oc1ccc2c(c1)oc(=O)c1ccccc12)c1ccccc1 (stereo unspecified),12,8,-21,7%,-3%,-4,10%,0,-5%,-3%[11.5 µM],-0.3%
COc1ccccc1C1=NOC(COC(=O)c2ccc([N+](=O)[O-])cc2)C1 (stereo unspecified),14,2,-20,2%,8%,-3,.,13,-1%,20%,0.6%
Cc1ccnc(N2CCC(C(=O)Nc3nnc(C)s3)CC2)n1,7,-1,10,15%,0%,1,-1%,-5,4%,0%,-0.5%
CC(C)OC(=O)CSc1nnc(-c2cnccn2)n1-c1ccc(Cl)cc1,4,0,1,-1%,-5%,-1,-13%,-2,4%,-8%,-0.9%
COc1ccc(OCc2ccc(-c3nc4ccccc4c(=O)n3N)o2)cc1,-6,-5,-3,-10%,-1%,0,14%,19,-1%,1%,-0.4%
C=CCn1c(=N)c(S(=O)(=O)c2ccc(C)c(C)c2)cc2c(=O)n3ccccc3nc21,0,-2,7,-5%,12%,17,33%[activator],1,1%,0%,0.0%
O=C(COc1ccccc1Cl)Nc1ccccc1C(=O)N1CCCCC1,5,.,-11,-4%,2%,25,.,-2,7%,-8%,0.0%
COc1ccc(-c2cc(C(F)(F)F)nc(SCCC(=O)N3CCOCC3)n2)cc1,0,-2,2,4%,3%,?,?,-11,1%,-1%,-0.4%
O=C(Cn1nc(Cc2cccnc2)c2ccccc2c1=O)NCc1ccc(F)cc1,-2,0,20,-2%,0%,.,5%[11.7 µM],-5,3%,-2%,1.3%
COc1ccc(C(=O)N(NC(=O)Oc2ccccc2)C(C)(C)C)cc1,14,3,-3,2%,1%,-6,-4%,0,1%,0%,-0.3%
O=C(Nc1ccc(F)cc1)Nc1ccccc1C(=O)NCCN1CCNC1=O,1,-1,11,-12%,0%,.,.,0,0%,-7%,-0.3%
CC1CCCN(C(=O)c2ccc3c(=O)n(C4CCCC4)c(=S)[nH]c3c2)C1 (stereo unspecified),6,-3,-10,8%,-4%,-5,16%,1,5%,-16%,-0.1%
CNC(=O)c1c(NC(=O)c2ccc3ncsc3c2)sc(C)c1C,2,.,-10,.,1%,18,.,2,.,.,-0.1%
CC(C)CC(=O)N1CCN(c2ccc(NC(=O)c3ccco3)cc2)CC1,11,.,3,3%,1%,0,.,10,-2%,0%,0.3%
O=C(Nc1ccc(F)cc1)N1CCN(c2nc3ccccc3s2)CC1,-3,5,5,-8%,2%,0,22%,14,-1%,-6%,0.3%
COc1cccc(CN2CCNC(=O)C2CC(=O)NCc2cn3cccc(C)c3n2)c1OC (stereo unspecified),5,-3,9,8%,4%,-2,-16%,3,0%,1%,-0.3%
O=C(NCc1cccnc1)/C(=N\O)c1ccccc1,-7,-1,6,1%,-2%,-1,-10%,-4,-1%,0%,-0.5%
COC(=O)c1ccc(NC(=O)COc2ccc3c(c2)OCO3)cc1,9,1,-1,0%,2%,-4,-26%,-4,0%,.,0.3%
C=CCn1c(SCC(=O)N(C)C2CCS(=O)(=O)C2)nnc1-c1ccccc1 (stereo unspecified),17,.,21,.,1%,-2,.,-1,.,.,0.2%
O=C(NCC(=O)N(CCN1CCOCC1)C(C(=O)NC1CCCC1)c1ccccc1)c1cccs1 (stereo unspecified),5,-1,-5,-3%,0%,0,-7%,8,7%,-3%,0.0%
CCOC(=O)CN1C(=O)C(C)(C)Oc2ccc(C(=O)NC(C)(C)CC)cc21,3,-1,2,2%,1%,11,-10%,-3,-1%,-10%,0.1%
CCOc1ccc(Nc2ncnc3ccc([N+](=O)[O-])cc23)cc1,-14,1,9,3%,1%,19,17%,2,3%,-2%,-0.2%

# Some of the compounds tested. The share of hits here may be higher or lower than overall.
